GPR55 LPI antagonism – inhibition of LPI-stimulated GPR55 beta-arrestin translocation – imaging, U2OS, beta-arrestin-GFP, LPI agonist, primary screen (AID 2013) | inhibition, % at 10 µM, or IC50 in µM where a hit was titrated | hit rate 0.13% among 290,000 | U2OS GPR55 beta-arrestin-GFP translocation imaging, LPI antagonism; higher % means a stronger effect;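 active = spots per cell inhibited over 60%, with over 100 cells counted and total cytoplasm intensity under 500,000; inconclusive = wells with under 100 cells, flagged as likely toxic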;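 note: U2OS cells stably carrying GPR55 and arrestin-GFP stimulated by 5 µM LPI near EC80; imaged beta-arrestin-GFP aggregate spots per cell after agonist stimulation; plate controls were LPI-stimulated DMSO wells for no effect and DMSO wells without LPI for full effect; some results filed as inactive read as strong as hits; confirmed hits need IC50 under 10 µM and bright autofluorescent wells are also inconclusive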
Rac1 GTP hydrolysis – MgcRacGAP GTPase-activating activity inhibitors, confirmation, biochemical, ADP Hunter fluorescence; MgcRacGAP-stimulated Rac1 GTP hydrolysis, ADP Hunter fluorescence; higher % means a stronger effect; GST-tagged Rac1 F28L mutant substrate; one-dose inhibition, % at 30 µM; IC50 in µM for titrated hits; hit rate 0.6% among 340,000; AID 624330;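 active = first-screen hits whose inhibition reached a set limit at any dose in the follow-up dose series; inconclusive = inhibition above the set first-screen limit but never retested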;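 note: fluorescence reports GDP produced by GAP-driven GTP hydrolysis; strong numbers were not always called active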
PhoP inhibition – inhibitors of PhoP regulon expression, primary screen, Salmonella Typhimurium, GFP reporter (AID 1863); S. Typhimurium PhoP-regulated promoter GFP reporter, 4 h; higher % means a stronger effect; hit rate 0.16% among 300,000; one-dose inhibition, % at 50 µM; IC50 in µM for titrated hits;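 active = inhibition over 29.93%, a cutoff 3 SD above the screen mean, later confirmed by dose response; inconclusive = inhibition over 29.93% but no dose response follow-up; inactive = inhibition at most 29.93% or unconfirmed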;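 note: 0% = low Mg2+ inducing control and 100% = high Mg2+ repressing control; strong numbers were not always called active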
K1F lysis inhibition – inhibition of K1F phage lysis, E. coli UTI89, bacterial capsule biogenesis inhibitors, alamar blue (AID 488966); inhibition, % at 100 µM, or IC50 in µM where a hit was titrated; hit rate 0.02% among 340,000; E. coli UTI89 K1F phage lysis, alamar blue, 2 h; higher % means a stronger effect;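 active = phage lysis inhibition, versus mean bacterial control, above a set limit; inconclusive = no clear call, values can overlap the other calls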;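 note: capsule biogenesis inhibitors block K1F phage lysis so surviving cells raise fluorescence; higher fluorescence means more inhibition of phage lysis; actives were called in the ten point dose series up to 300 µM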
NS5 inhibitors – flavivirus cap methylation enzyme inhibition – biochemical, confirmation dose response, primary screen (AID 588689). Dengue-2 NS5 methyltransferase capping enzyme assay, biochemical; higher % means a stronger effect. one-dose inhibition, % at 25 µM; IC50 in µM for titrated hits. hit rate 0.3% among 340,000; in the data active = a potency from the dose series; inconclusive = inhibition above about 29% without an active follow-up result
GPR35 antagonists – inhibition of zaprinast-stimulated GPR35 beta-arrestin translocation – imaging, U2OS, beta-arrestin-GFP, zaprinast agonist, primary screen (AID 2058). U2OS GPR35 beta-arrestin-GFP translocation imaging, zaprinast antagonism; higher % means a stronger effect. inhibition, % at 10 µM; hits with a dose series show IC50 in µM. hit rate 0.052% among 290,000;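 active = inhibition of at least 50% with at least 30 cells and total cytoplasm GFP at most 10,000,000; inconclusive = under 30 cells or total GFP of 10,000,000 plus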
RSV CPE inhibition – inhibition of RSV-induced cytopathic effect – HEp-2 cells, primary 10 µM value included (AID 2391) | hit rate 0.13% among 310,000 | HEp-2 cells, RSV-induced CPE inhibition; higher % means a stronger effect | CPE inhibition, % at 10 µM, or IC50 in µM where a hit was titrated; in the data active = a potency from the dose series; inconclusive = CPE inhibition mostly from about 23% at the one dose, without a potency; inactive = the rest, 99 in 100 with CPE inhibition below about 21%; note: strong numbers were not always called active
HIV fusion peptide – inhibitors of HIV fusion peptide binding, primary screen, biochemical, uHTS, fluorescence dequenching (AID 1986); cell-free peptide binding, fluorescence dequenching, 30 min; higher % means a stronger effect; inhibition, % at 20 µM; hits with a dose series show IC50 in µM; hit rate 0.3% among 290,000; in the data active = inhibition mostly above about 52%, no sharp cut-off; inactive = mostly below about 76%; note: some results filed as inactive read as strong as hits
SV40 large T antigen – SV40 large T antigen inhibitors, biochemical (AID 1903); hit rate 0.39% among 310,000; inhibition, % at 20 µM; hits with a dose series show IC50 in µM; SV40 large T antigen ATPase/helicase inhibition assay; higher % means a stronger effect; in the data active = a potency from the dose series; inconclusive = inhibition mostly from about 32% at the one dose, without a potency; inactive = the rest, 99 in 100 with inhibition below about 32%; note: strong numbers were not always called active
NS5 inhibitors pilot replicate – second read-out of NS5 inhibitors, no call of its own (marks repeat the call); inhibition, %; measured here: pilot screen replicate inhibition
Starred values were filed as active, the others as inactive; ? = inconclusive; nt = no result given; [ ] = another dose, or the depositor's remark.

SMILES	GPR55 LPI antagonism	Rac1 GTP hydrolysis	PhoP inhibition	K1F lysis inhibition	NS5 inhibitors	GPR35 antagonists	RSV CPE inhibition	HIV fusion peptide	SV40 large T antigen	others
CN1C(=O)/C(=C\c2ccccc2OCc2ccccc2)SC1=S	-1.8%	8.0%	-4.8%	0.2%	-2.6%	2.9%	1.1%	0.9%	-0.3%
CCOc1ccc(C2c3c(oc4ccccc4c3=O)C(=O)N2CCCN2CCOCC2)cc1 (centres undefined)	8.5%	7.1%	4.0%	?	9.7%	10.4%	0.0%	-2.6%	3.4%
O=c1c2c3nc4ccccc4nc3n(/N=C/c3ccccn3)c2ncn1-c1ccccc1	9.5%	10.4%	-10.2%	0.3%	6.9%	10.1%	-0.4%	2.0%	4.9%
COc1ccc(N=Nc2c(N)n[nH]c2N)cc1	12.6%	?	0.9%	0.0%	-10.3%	-0.7%	3.0%	-0.4%	12µM*
Cc1cc(C(F)F)n2nc(C(=O)Nc3cccnc3Cl)nc2n1	4.9%	12.6%	-9.8%	1.6%	-4.9%	-6.9%	2.0%	-2.5%	6.5%
CN(CCc1ccccn1)C(=O)c1ccc(OC2CCN(Cc3ccccn3)CC2)cc1	2.7%	4.0%	-0.3%	0.1%	-0.3%	8.8%	-1.2%	0.6%	-1.8%
O=C(CCCCl)OCc1cn(-c2ccc(Cl)cc2)nn1	-1.1%	nt	0.6%	nt	nt	-13.7%	-0.9%	0.0%	5.2%
O=C(NC1CCCCC1)C(c1ccncc1)N(Cc1ccc2c(c1)OCO2)C(=O)c1cnsn1 (centres undefined)	21.7%	-9.2%	5.8%	-0.4%	11.8%	12.2%	0.5%	14.3%	10.3%
O=C(c1cc2cc(C(F)(F)F)ccc2s1)N1CCOCC1	6.8%	-4.1%	3.2%	0.3%	2.9%	6.3%	3.3%	2.3%	7.3%
COc1ccc(NC(=O)Cc2coc3ccc4ccccc4c23)cc1S(=O)(=O)N1CCOCC1	10.6%	10.5%	-15.9%	1.9%	-0.7%	-1.7%	19.8%	1.2%	9.5%
COc1ccc(CSCC(=O)Nc2ccccc2SC)cc1	7.9%	1.3%	-9.4%	2.8%	-2.9%	2.9%	3.1%	-1.2%	2.3%
O=C(Nc1ccccc1)N(CCCN1CCOCC1)Cc1cc2cc3c(cc2[nH]c1=O)OCCO3	-0.5%	4.1%	-9.9%	3.2%	-2.8%	-16.5%	-3.0%	0.2%	2.0%
CC(=O)c1cccc(OCc2cc(C(=O)NC(C)Cc3cccnc3)no2)c1 (centres undefined)	-5.7%	9.3%	3.7%	0.1%	-3.2%	13.9%	3.6%	1.2%	1.5%
O=C(C1c2ccccc2C(=O)N2CCc3ccccc3C12)N1CCN(Cc2ccccc2)CC1 (centres undefined)	23.9%	3.6%	7.6%	0.6%	-3.3%	23.2%	0.7%	1.1%	14.0%
CCS(=O)(=O)N1Cc2ccccc2CC1C(=O)Nc1nc2ccc(C)cc2s1 (centres undefined)	4.6%	-6.0%	-13.2%	2.5%[50 µM]	3.9%	-3.3%	1.7%	4.3%	7.2%
Cc1ccc(NC(=O)NCCN2CCCCC2)cc1	2.6%	6.4%	0.2%	-1.9%	-5.8%	-2.4%	1.3%	0.4%	12.7%
CCCCCC(=O)Nc1ccc(C(=O)N/N=C/c2ccc([N+](=O)[O-])cc2)cc1	-6.7%	0.9%	11.2%	1.1%[50 µM]	-1.3%	0.7%	3.9%	-3.8%	11.2%
Cc1cc(C)c(Cn2c(=O)n(CCCC(=O)NCc3ccco3)c(=O)c3sccc32)c(C)c1	12.0%	-6.7%	1.2%	-0.4%	-3.2%	1.2%	0.2%	-1.6%	4.2%
CCc1ccc(-n2cc(-c3ccc(F)cc3)[n+]3c2SCCC3)cc1	1.2%	1.8%	0.1%	1.6%	2.2%	5.7%	-0.3%	-0.3%	-11.7%
Cc1ccc(C(CNS(=O)(=O)c2ccc(Br)cc2)N2CCN(C)CC2)cc1 (centres undefined)	nt	3.9%	-5.4%	1.4%[50 µM]	-7.4%	nt	-2.8%	nt	7.3%
COC(=O)c1ccc(NC(=O)CCNS(=O)(=O)c2cccc3nonc23)cc1	4.3%	-0.2%	13.7%	-0.5%	-3.2%	0.8%	-0.3%	0.9%	1.0%
CC(/C=N/NC(=O)c1ccc2nc(C)[nH]c2c1)=C\c1ccccc1	-4.2%	6.6%	-11.8%	-1.4%	-2.2%	-3.7%	2.9%	0.3%	24.1%
COc1cc(CN(C2CCCCC2)S(=O)(=O)c2ccc(S(=O)(=O)N(C)C3CCCCC3)cc2)cc(OC)c1OC	6.7%	9.9%	-6.6%	7.6%	2.9%	-12.4%	2.4%	-0.7%	3.6%
O=C(Cc1cn(Cc2cccc(Cl)c2)c2ccccc12)N1CCCCCC1	18.2%	9.4%	-4.6%	0.4%[50 µM]	-11.0%	-14.9%	19.0%	-1.2%	25.8%
CCOC(=O)c1nn(-c2ccc(C)cc2)c(=O)cc1OCC(=O)Nc1cccc(C)c1	nt	4.5%	1.6%	1.1%[50 µM]	-3.6%	nt	1.3%	nt	6.5%
CCC(C)NC(=O)c1nc2c(nnn2Cc2ccccc2Cl)c(=O)[nH]1 (centres undefined)	16.7%	10.8%	-5.4%	0.0%	-6.0%	6.3%	1.3%	0.1%	31.0%
COc1ccc(OC)c(-n2c(-c3ccc(S(C)(=O)=O)cc3)cc(C=O)c2C)c1	3.8%	5.7%	-2.7%	6.2%	-2.1%	11.1%	1.6%	-1.5%	4.5%
CN(C)CCCN(C(=O)COc1ccccc1)c1nc2c(Cl)cccc2s1	-6.5%	9.2%	2.5%	0.5%	4.0%	-5.0%	-0.9%	-0.2%	9.7%
CCOC(=O)N1CCC(NS(=O)(=O)c2ccc(C)c(Cl)c2)CC1	4.5%	nt	-0.6%	nt	nt	-6.5%	13.3%	-1.3%	7.7%
CO/N=C/c1ccc(Oc2ccc([N+](=O)[O-])cc2[N+](=O)[O-])c(OC)c1	-8.2%	25.9%	0.2%	2.8%	-3.6%	-13.7%	5.8%	-1.5%	4.4%
CCC1=C(OC(=O)N(CC)CC)N2C(=O)OC(=NCC3CC3)[C@]2(Cc2ccccc2)[C@H]2C1=CC[C@H]1C(=O)N(CC(=O)OC)C(=O)[C@H]12	-4.4%	nt	1.0%	nt	nt	2.7%	-0.8%	0.0%	13.2%
C/C(=N\NC(=O)c1ccncc1)c1cccc(NC(=O)c2ccc(C(C)(C)C)cc2)c1	-2.9%	0.1%	-1.6%	0.0%	2.9%	-9.7%	13.8%	4.9%	1.4%
NS(=O)(=O)c1ccc(CCNC(=O)CCCNC(=O)c2ccc(Cl)cc2)cc1	4.4%	8.7%	-5.3%	0.0%	8.1%	9.6%	3.2%	-0.3%	2.5%
Cn1c(SCc2nc(-c3ccc(Cl)cc3)no2)nnc1-c1cccs1	4.8%	10.6%	-4.0%	0.5%	-11.6%	1.3%	22.1%	-0.5%	11.2%
O=C(O)C(Cc1c[nH]c2ccccc12)N1C(=O)C2C3c4ccccc4C(c4ccccc43)C2C1=O (centres undefined)	1.1%	-17.2%	3.5%	-0.5%	-4.7%	-3.3%	4.0%	28.5%	9.4%
Cc1cc(NC(=O)Nc2ccccc2)n(C(C)(C)C)n1	3.6%	9.5%	7.6%	-0.1%	-4.5%	17.6%	0.5%	-2.9%	1.6%
Cc1cc(C)nc(SCC(=O)N/N=C/c2cccnc2)n1	10.4%	4.6%	-0.8%	2.1%[50 µM]	3.9%	0.7%	0.7%	1.6%	6.4%
CC(C)c1ccc(NC(=S)N2CCN(Cc3ccccc3)CC2)cc1	6.4%	3.6%	-0.8%	0.5%	-7.7%	-0.9%	2.7%	-2.1%	1.5%
CCN(CC)S(=O)(=O)c1ccc(Cl)c(NC(=O)CCCCl)c1	-5.8%	-9.8%	-0.7%	-0.5%	-0.3%	0.5%	0.4%	-0.8%	23.7%
COc1cc(NC(=S)N2CCCC(C)C2)c(OC)cc1Cl (centres undefined)	-1.3%	13.2%	4.0%	0.4%	-12.8%	-5.7%	0.3%	-1.3%	-6.4%
COc1ccccc1-n1c(Cc2cccs2)n[nH]c1=S	-3.6%	11.2%	-2.6%	0.3%	-7.1%	3.0%	0.6%	1.1%	3.5%
CN(CC(=O)Nc1ccccc1Br)C(=O)C1CCN(C(=O)c2ccc(Cl)cc2)CC1	14.8%	4.5%	3.3%	0.2%[50 µM]	-7.2%	7.5%	0.3%	0.8%	19.3%
COc1ccc(/C=N\NC(=O)c2cc3c(ccc4ccccc43)o2)cc1O	-3.8%	-1.3%	-5.7%	-1.1%[50 µM]	-6.6%	-4.6%	-0.7%	-0.5%	15.3%
COc1ccc(-c2nnn(CC(=O)N(Cc3ccccc3Cl)C(C(=O)NCC3CCCO3)c3ccco3)n2)cc1 (centres undefined)	5.0%	1.8%	3.3%	0.4%	-11.0%	-4.2%	1.2%	7.8%	5.7%	NS5 inhibitors pilot replicate=-5.4
COc1cc(OC)cc(C(=O)Nn2cc(C(=O)Nc3c(F)cccc3F)c3ccccc3c2=O)c1	3.4%	-5.2%	3.2%	-0.1%[50 µM]	-13.5%	-0.9%	3.5%	2.4%	16.4%
Cc1ccc(NC2SC(=O)N(Cc3cccc(C(=O)O)c3)C2=O)c(C)c1 (centres undefined)	0.6%	8.1%	-0.6%	5.5%	-4.6%	15.6%	1.6%	2.0%	18.7%
CCNc1nc(C23CC4CC(CC(C4)C2)C3)cs1	15.5%	2.4%	-2.7%	-0.9%	-4.4%	6.8%	4.3%	-0.2%	2.1%
CCOc1ccc(CN2C(=O)c3ccccc3C2C(=O)NC(C)CC)cc1OC (centres undefined)	-1.8%	7.2%	2.1%	0.3%	-0.7%	-3.4%	1.3%	0.6%	0.0%

A section from the list above, as a working copy:
SMILES	GPR55 LPI antagonism	Rac1 GTP hydrolysis	PhoP inhibition	K1F lysis inhibition	NS5 inhibitors	GPR35 antagonists	RSV CPE inhibition	HIV fusion peptide	SV40 large T antigen	others
COc1cc(OC)cc(C(=O)Nn2cc(C(=O)Nc3c(F)cccc3F)c3ccccc3c2=O)c1	3.4%	-5.2%	3.2%	-0.1%[50 µM]	-13.5%	-0.9%	3.5%	2.4%	16.4%
Cc1ccc(NC2SC(=O)N(Cc3cccc(C(=O)O)c3)C2=O)c(C)c1 (centres undefined)	0.6%	8.1%	-0.6%	5.5%	-4.6%	15.6%	1.6%	2.0%	18.7%
